Source: PubChem
ERa coact inh – ER-alpha (human) coactivator binding inhibition; TR-FRET ER-alpha LBD / SRC-1 peptide, estradiol-bound; P03372; hit rate 1.7% among 86,000; inhibition, % at 25.6 µM; AID 629; in the data active = inhibition above about 50%;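 also: 0% = receptor plus peptide control and 100% = peptide only without receptor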
PLK1 PBD inh – Plk1 (human) PBD binding inhibition; Plk1 PBD phosphopeptide binding, fluorescence polarization; inhibition, %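 (tested at about 20 µM)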; hit rate 0.13% among 97,000; AID 693; in the data active = inhibition above about 34%, passing the limit was not always enough
Target sequence (P53350 whole entry, looked up): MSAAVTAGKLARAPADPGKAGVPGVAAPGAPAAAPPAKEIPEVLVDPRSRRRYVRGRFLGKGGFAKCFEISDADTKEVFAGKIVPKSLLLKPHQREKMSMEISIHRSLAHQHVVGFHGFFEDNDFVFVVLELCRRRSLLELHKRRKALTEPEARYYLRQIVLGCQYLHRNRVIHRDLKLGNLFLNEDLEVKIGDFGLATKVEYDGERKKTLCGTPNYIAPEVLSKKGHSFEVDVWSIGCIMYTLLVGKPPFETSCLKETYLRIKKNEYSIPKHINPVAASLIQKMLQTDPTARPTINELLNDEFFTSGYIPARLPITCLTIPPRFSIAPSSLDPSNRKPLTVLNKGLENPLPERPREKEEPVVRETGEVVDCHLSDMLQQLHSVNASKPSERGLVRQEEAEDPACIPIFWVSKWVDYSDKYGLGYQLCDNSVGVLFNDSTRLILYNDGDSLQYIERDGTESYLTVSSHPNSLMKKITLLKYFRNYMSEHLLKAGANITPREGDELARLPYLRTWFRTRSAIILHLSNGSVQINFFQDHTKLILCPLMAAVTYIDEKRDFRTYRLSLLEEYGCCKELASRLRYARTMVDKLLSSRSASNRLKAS
PLK1 kinase inh – PLK1 (human) kinase inhibition. recombinant PLK1 kinase, TR-FRET peptide phosphorylation. hit rate 0.53% among 97,000. inhibition, % at 10 µM. P53350;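 active = inhibition of 50% or more in the single-concentration screen; inactive = inhibition below 50%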;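 also: 0% = DMSO max control and 100% = H-89 dihydrochloride min control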
ERb SRC1 inh – ER-beta (human) coactivator binding inhibition | Q92731 | TR-FRET ER-beta LBD / SRC1-Cy5 peptide binding; receptor agonist-loaded with 1 µM estradiol | inhibition, % at 25.6 µM | hit rate 1.3% among 86,000;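 active = compounds whose percent inhibition of the receptor-coactivator binding signal exceeds about 50% in the single-dose screen, limit read from the data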;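 also: 0% = receptor plus peptide wells without compound and 100% = peptide-only wells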
HIV Rev-RRE inh – disrupts HIV-1 Rev binding to RRE RNA; Rev peptide-RRE RNA binding, FRET; inhibition, % at 8 µM; hit rate 0.79% among 97,000;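 active = inhibition above the screen-wide mean plus 3 SD, cut at about 35% in these data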;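 also: 0% = median DMSO wells and 100% = median Neomycin B control wells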
Target sequence (P05866 whole entry, looked up): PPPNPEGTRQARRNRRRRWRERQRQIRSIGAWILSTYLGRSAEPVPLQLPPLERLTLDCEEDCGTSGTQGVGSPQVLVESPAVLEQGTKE
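Material: labelled RRE RNA duplex and labelled Rev peptide / Buffer or medium: HEPES pH 7.5 salt buffer with EDTA / Compound dosing: single point, 8 µM final nominal compound concentration / Benchmarks: DMSO low control, neomycin B high control / Timing: 5 min preincubation and 15 min binding, 25 °C / Technique: FRET fluorescence readout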
Mac1 fbg inh – CD11b/CD18-fibrinogen binding inhibition; K562 CD11b/CD18 adhesion to fibrinogen, ATPlite luminescence; Mn2+ added to activate the integrin; inhibition, % at 10 µM; hit rate 0.54% among 93,000;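 active = primary inhibition of 50% or more at 10 µM, then 40% or more on retest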; also: some results filed as inactive read as strong as hits
ERa coact pot – ER-alpha (human) coactivator binding potentiation; hit rate 1.3% among 86,000; P03372; coactivator binding (% of control), % at 25.6 µM; TR-FRET ERalpha-LBD/SRC-Cy5 coactivator binding, 2 h; 100 = basal binding, no effect; in the data active = activity above about 200%;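 also: binding measured in presence of low estradiol as agonist stimulus; 0% = peptide alone without receptor and 100% = receptor with peptide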
CD11b adhes enh – enhancers of human CD11b/CD18 binding to fibrinogen; P05107+P11215; K562 CD11b/CD18 adhesion to fibrinogen, ATPlite luminescence; activation, % at 10 µM; hit rate 0.07% among 93,000;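 active = 10 µM primary screen giving 50% or more activity, confirmed by 40% or more on retest at that dose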; also: strong numbers were not always called active
FAK inh – FAK (human) kinase inhibition; hit rate 0.84% among 97,000; biochemical FAK kinase activity assay; inhibition, %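 (tested at 7 µM)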; AID 727; Q05397; in the data active = inhibition above about 19%;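 also: 0% = DMSO and 100% = reference compound high control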
Starred values were filed as active, the others as inactive; . = not tested or not shown; [ ] = remark or other dose.

SMILES	ERa coact inh	PLK1 PBD inh	PLK1 kinase inh	ERb SRC1 inh	HIV Rev-RRE inh	Mac1 fbg inh	ERa coact pot	CD11b adhes enh	FAK inh
CCn1c(SCC(N)=O)nnc1-c1ccc2[nH]c(C)c(C)c2c1	1	-5	-13	-4	-1	10	126	-1	-9
CCOc1ccc(CNC(=O)C2CCC(=O)N2C2CCCC2)cc1OC (stereo not drawn)	6	0	-7	-5[fluorescence artefact?]	1	.	131[fluorescence artefact?]	.	-2
CCOC(=O)c1cc(OC(=O)c2cccc([N+](=O)[O-])c2)n(-c2ccccc2)n1	-4	-18	11	-8	9	4	100	0	-4
CO/N=C(/CNC(=O)c1ccc(Cl)cc1Cl)c1ccc(Cl)cc1	.	6	-7	.	0	.	.	.	-1
Cn1c(=O)cc(OCCCC(=O)N2CCCCC2)c2ccccc21	-5	-6	-2	2	-2	.	112	.	1
CCSc1nc2nc(C)cc(C)n2n1	-18	6	7	4	5	-6	105	-4	0
COC(=O)[C@H](C)NC(=O)NC1CCN(Cc2ccccc2)CC1	-10	-15	-14	33	6	2	88	1	-1
Cc1cc(C)nc(SCNC(=O)c2ccccc2)n1	.	3	-12	.	0	.	.	.	0
Cc1ccc(C(=O)Nc2ccc3nc(C)sc3c2)s1	-4	-22	-6	-5	4	5	98	2	-1
Cc1oc(-c2ccccc2F)nc1CN1CCC(C(=O)NCc2cccnc2)CC1	21[fluorescence artefact?]	-9	-3	30	9	-1	93	-1	-3
CCOc1cc(/C=C2/C(=O)N(c3ccccc3)N=C2C)ccc1OC(=O)c1cccs1	.	-8	-13	.	2	.	.	.	0
COc1ccc(OC)c(C2C3=C(N=C4SCC(=O)N42)c2ccccc2CC3)c1 (stereo not drawn)	-14	28	-4	-5	-1	12	92[fluorescence artefact?]	0	-10

Some entries already given, showing only ERa coact inh.
Structure | ERa coact inh
Cn1c(=O)cc(OCCCC(=O)N2CCCCC2)c2ccccc21 | -5
CCSc1nc2nc(C)cc(C)n2n1 | -18

Next part.
SMILES	ERa coact inh	PLK1 PBD inh	PLK1 kinase inh	ERb SRC1 inh	HIV Rev-RRE inh	Mac1 fbg inh	ERa coact pot	CD11b adhes enh	FAK inh
O=C(N1CCOCC1)N1CCN(c2ccccc2)CC1	-9	35	-8	-12	2	8	104	-5	-1
CC1CN(C(=O)c2cc3c(s2)CCC3)CC(C)O1 (stereo not drawn)	-6	-13	-10	-9	7	.	122	.	4
CCc1nnc(NC(=O)CSc2nnc(COc3cccc(C)c3)o2)s1	2	22	0	10	9	12	92[fluorescence artefact?]	1	7
COC(=O)C1=C(C)NC(=O)NC1c1ccccc1 (stereo not drawn)	.	-8	-16	.	9	.	.	.	2
COc1cccc(C2=NOC(C(=O)Nc3ccc(OC)c(OC)c3)C2)c1 (stereo not drawn)	0	-15	-1	6	2	9	123[fluorescence artefact?]	-4	0
O=C(O)c1ccc(-n2nnnc2SCc2ccccc2)cc1	-4	27	-1	-9	9	5	100	2	-2
CCN1CCN(Cc2ccc(NC(=O)Nc3cccs3)cc2)CC1	40[fluorescence artefact?]	19	-3	72*[fluorescence artefact?]	2	.	71	.	0
O=S(=O)(c1ccc(-c2csc(-c3cccnc3)n2)cc1)N1CCCCC1	-29[fluorescence artefact?]	-10	-7	-1[fluorescence artefact?]	0	.	184	.	7
CCOC(=O)N1CCN(C(=O)CSCC(=O)Nc2nc(-c3ccc(Cl)s3)cs2)CC1	15[fluorescence artefact?]	-4	-17	19[fluorescence artefact?]	5	.	94[fluorescence artefact?]	.	12
O=C(COC(=O)C1CC1)c1c[nH]c2ccccc12	3	10	-15	8	4	.	97[fluorescence artefact?]	.	0
Cc1ccccc1Nc1nnc(SCC(=O)NC(=O)NCc2ccco2)s1	75*	.	.	56*[fluorescence artefact?]	.	5	102[fluorescence artefact?]	76	.
C[C@H](C(=O)O)c1n[nH]c(=O)c2ccccc12	-6	8	1	-11	-1	-11	115	4	1
Cc1cc(/C=C(/C#N)c2nc3ccccc3[nH]2)c(C)n1-c1cccc([N+](=O)[O-])c1	4	4	-6	-5	4	-25	118	52	12
Cc1ccc(-n2nnnc2SCC(=O)NNC(=O)c2ccco2)cc1C	.	7	-5	.	8	.	.	.	-1
O=C(NCc1cccs1)C1CCN(c2nccs2)CC1	17	-31	-12	12	10	0	121[fluorescence artefact?]	-1	2
CC1CCCCN1C(=O)CSc1nnc(CSc2ncccn2)n1C (stereo not drawn)	-5	-19	-10	-8	-2	5	99[fluorescence artefact?]	-2	-5
CCOC(=O)c1sc2nc(SC)nc(-c3ccccc3)c2c1N	.	-9	-5	.	4	-15	.	48	2
CCCC(c1nnnn1Cc1ccco1)N1CCN(c2cc(Cl)ccc2C)CC1 (stereo not drawn)	1	6	-8	-1	10	6	126	7	0
CN1/C(=N\O)c2cccc3cccc1c23	-38[fluorescence artefact?]	-14	-9	-5[fluorescence artefact?]	11	-1	79[fluorescence artefact?]	-3	21*
O=C(Nc1cccc(Cl)c1)c1ccc(-n2cncn2)c([N+](=O)[O-])c1	.	10	-6	.	6	2	.	-6	2
CCCCN(CC)Cc1ccc(CNC(=O)Nc2ccc(F)cc2)o1	23	16	-13	-7	2	16	99	8	0
Cc1ccc(C)c(OCCCN2CCCC2)c1	-7	0	-6	0	-2	-16	133	2	1
S=c1nc(-c2ccc(Br)cc2)oc2c1CCCC2	-4	-5	-2	3	6	33	76	-3	-2
N#C/C(C(=O)NCc1ccco1)=C1/SC(Cc2ccc(F)cc2)C(=O)N1c1ccccc1 (stereo not drawn)	2	.	.	7[fluorescence artefact?]	.	-47	106[fluorescence artefact?]	3	.

Twelve compounds from above, ordered by length of the SMILES, low to high.
SMILES	ERa coact inh	PLK1 PBD inh	PLK1 kinase inh	ERb SRC1 inh	HIV Rev-RRE inh	Mac1 fbg inh	ERa coact pot	CD11b adhes enh	FAK inh
Cc1ccc(C)c(OCCCN2CCCC2)c1	-7	0	-6	0	-2	-16	133	2	1
CN1/C(=N\O)c2cccc3cccc1c23	-38[fluorescence artefact?]	-14	-9	-5[fluorescence artefact?]	11	-1	79[fluorescence artefact?]	-3	21*
S=c1nc(-c2ccc(Br)cc2)oc2c1CCCC2	-4	-5	-2	3	6	33	76	-3	-2
O=C(COC(=O)C1CC1)c1c[nH]c2ccccc12	3	10	-15	8	4	.	97[fluorescence artefact?]	.	0
C[C@H](C(=O)O)c1n[nH]c(=O)c2ccccc12	-6	8	1	-11	-1	-11	115	4	1
CC1CCCCN1C(=O)CSc1nnc(CSc2ncccn2)n1C (stereo not drawn)	-5	-19	-10	-8	-2	5	99[fluorescence artefact?]	-2	-5
CCOC(=O)c1sc2nc(SC)nc(-c3ccccc3)c2c1N	.	-9	-5	.	4	-15	.	48	2
CCCCN(CC)Cc1ccc(CNC(=O)Nc2ccc(F)cc2)o1	23	16	-13	-7	2	16	99	8	0
Cc1ccccc1Nc1nnc(SCC(=O)NC(=O)NCc2ccco2)s1	75*	.	.	56*[fluorescence artefact?]	.	5	102[fluorescence artefact?]	76	.
O=C(Nc1cccc(Cl)c1)c1ccc(-n2cncn2)c([N+](=O)[O-])c1	.	10	-6	.	6	2	.	-6	2
N#C/C(C(=O)NCc1ccco1)=C1/SC(Cc2ccc(F)cc2)C(=O)N1c1ccccc1 (stereo not drawn)	2	.	.	7[fluorescence artefact?]	.	-47	106[fluorescence artefact?]	3	.
Cc1cc(/C=C(/C#N)c2nc3ccccc3[nH]2)c(C)n1-c1cccc([N+](=O)[O-])c1	4	4	-6	-5	4	-25	118	52	12

Further results.
SMILES	ERa coact inh	PLK1 PBD inh	PLK1 kinase inh	ERb SRC1 inh	HIV Rev-RRE inh	Mac1 fbg inh	ERa coact pot	CD11b adhes enh	FAK inh
c1ccc(Cn2ccc(-c3cnc(-c4ccccc4)s3)n2)cc1	-1	15	-12	-16	23	4	99	-4	4
COC(Cc1nnc(SC)n1-c1ccccc1)OC	.	-1	-11	.	4	-9	.	0	-2
COc1cccc(-n2c(SCC(=O)O)nnc2-c2cccnc2)c1	-10	17	-14	10	8	-15	117	-1	1
COc1ccc(Cn2c(C)ccc2C)cc1	-2	-11	-2	-6	10	-11	121[fluorescence artefact?]	1	1
CC1CCc2cc(F)ccc2N1C(=O)CSc1nnc2c3ccccc3n(C)c2n1 (stereo not drawn)	.	-2	3	.	3	-6	.	10	-1
Nc1nc2n(n1)C1(CCCCC1)C1=C(CCCC1)N2	-4[fluorescence artefact?]	9	-15	12[fluorescence artefact?]	-4	-20	97	57	2
Cc1[nH]nc2ncc(C(=O)c3cc(Cl)cc(Cl)c3O)cc12	.	-12	31	.	-3	4	.	72	1
COCCCNc1cc(C)nc2ccccc12	-1	-8	3	-9	4	.	92	.	-4
CCn1c(N2CCN(CC(=O)c3c(C)n(C)c4ccccc34)CC2)nc2c1c(=O)[nH]c(=O)n2C	1	-16	-15	7[fluorescence artefact?]	2	-6	125	-7	0
Cc1ccc(-c2nn(CCC#N)cc2C=C(C#N)C#N)cc1	.	-17	-7	.	6	-38	.	5	1
Cc1ccc(-c2csc(NC(=O)c3cccs3)n2)cc1	-12	-32	0	-7	2	2	114	4	-2
N#Cc1c(NC(=O)CSc2ncn[nH]2)sc2c1CCCC2	-1	0	1	0	4	18	75	-2	7
O=C1c2cnccc2CN1Cc1ccccc1	-4	5	-7	-3	11	-2	92	2	2
CCOC(=O)CC1C(=O)NCCN1S(=O)(=O)c1ccc(Cl)cc1 (stereo not drawn)	.	8	-16	.	7	.	.	.	2
O=C(Cn1cnc2c(nnn2-c2ccccc2)c1=O)N1CCCc2ccccc21	2	.	.	0	.	-58	95	-3	.
CCOC(=O)N1CCN(C(=O)COc2cc(=O)n(C)c3ccccc23)CC1	-9	10	-3	-7	-2	-24	112	0	3
Cc1cc(C)c(S(=O)(=O)c2ccccc2C)c(N(C)C)n1	.	-17	-14	.	1	.	.	.	1
CCc1ccc(CC2S/C(=C(\C#N)C(C)=O)NC2=O)cc1 (stereo not drawn)	-5	-18	-15	-7	14	36	83	-4	-1
O=C1c2ccccc2C(=O)N1Cc1nc(-c2ccncc2)no1	-8	.	.	2	.	-4	105	0	.
CCC(=O)Nc1ccc(S(=O)(=O)NCC2CCCO2)cc1 (stereo not drawn)	7	-1	-28	7	10	-2	124	-2	-1
Cc1ccc(OCC(O)Cn2c(=N)n(CCN3CCOCC3)c3ccccc32)cc1 (stereo not drawn)	12	-10	-3	-9	-1	-1	109	-1	4
COc1ccc(N(CC(=O)N2CCc3ccccc32)S(=O)(=O)c2c(C)nn(C)c2C)cc1	3[fluorescence artefact?]	18	-14	2[fluorescence artefact?]	7	10	101	-6	1
Cc1ccc(S(=O)(=O)/N=C2\C(=O)c3ccccc3C([O-])=C2n2cc[n+](CCC(C)C)c2)cc1	-11	19	-11	-11	-7	.	100[fluorescence artefact?]	.	1
CC(C)N(Cc1nc(-c2ccccc2)no1)C(=O)CN(C)S(=O)(=O)c1ccc(Br)cc1	11	15	-3	-5	5	-12	103	-1	0
O=C(NNC(=O)c1ccccc1Br)c1ccc(SCC2CCCO2)c([N+](=O)[O-])c1 (stereo not drawn)	2[fluorescence artefact?]	-2	-18	-7	11	.	85	.	-1
CCOc1ccc(/C=C/C(=O)Nc2ccc(OC)cc2[N+](=O)[O-])cc1	.	10	-13	.	23	5	.	4	0
